Screening results as filed in PubChem BioAssay.
RBBP9 inhibitor: human RBBP9 inhibitors, primary screen, biochemical, fluorescence polarization, FP-Rh probe, HTS; inhibition, % at 7.94 µM; recombinant RBBP9; 0.2% of 220,000 active;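 active = inhibition above the campaign mean of all tested compounds plus 3 SD, cut at about 14% in these data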;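 also: plate controls were DMSO wells with RBBP9 for no effect and wells lacking RBBP9 protein for full effect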
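Test system – recombinant human RBBP9 · Input – RBBP9 2.5 µM in dispensing solution, pre-mixing · Medium – Tris buffer pH 8.0, NaCl, Pluronic · Schedule – preincubation 30 min plus labeling 45 min at 25 °C · Measured by – fluorescence polarization · Measure – % inhibition · Controls – DMSO and no-protein wells · Replicates – one well per compound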
Runt-SMMHC FRET: inhibitors of RUNX1 Runt–CBFb-SMMHC binding, primary screen, biochemical, FRET, Cerulean-Runt, Venus-CBFb-SMMHC, uHTS | Cerulean-Runt/Venus-CBFb-SMMHC FRET ratio 530/480, 1 h | inhibition, % at 20 µM | 0.74% of 220,000 active;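 active = mean inhibition across duplicate retests at 20 µM reaching about 50%, limit read from the data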;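 also: 0% = DMSO wells and 100% = wells with excess untagged CBFb-SMMHC; inhibitors lower the FRET ratio by blocking Runt binding to CBFb-SMMHC; some results filed as inactive read as strong as hits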
PERK inhibitor: block of dimerizer-induced PERK translation repression, primary screen, PERK inhibitor project, CHO PERK-DD cells, SEAP luminescence, HTS; inhibition, % at 5.6 µM; 0.17% of 220,000 active; CHO PERK-DD fusion, SEAP luminescence translation reporter;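 active = inhibition above the mean inhibition of all tested compounds plus 3 SD, set separately per screening campaign, cut at about 2.9% in these data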;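 also: PERK kinase domain activated by AP20187 dimerizer at 100 nM; 0% = DMSO with dimerizer and 100% = rapamycin at 8.4 µM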
Target sequence (Q9NZJ5 whole entry, looked up, the tested form may be a part): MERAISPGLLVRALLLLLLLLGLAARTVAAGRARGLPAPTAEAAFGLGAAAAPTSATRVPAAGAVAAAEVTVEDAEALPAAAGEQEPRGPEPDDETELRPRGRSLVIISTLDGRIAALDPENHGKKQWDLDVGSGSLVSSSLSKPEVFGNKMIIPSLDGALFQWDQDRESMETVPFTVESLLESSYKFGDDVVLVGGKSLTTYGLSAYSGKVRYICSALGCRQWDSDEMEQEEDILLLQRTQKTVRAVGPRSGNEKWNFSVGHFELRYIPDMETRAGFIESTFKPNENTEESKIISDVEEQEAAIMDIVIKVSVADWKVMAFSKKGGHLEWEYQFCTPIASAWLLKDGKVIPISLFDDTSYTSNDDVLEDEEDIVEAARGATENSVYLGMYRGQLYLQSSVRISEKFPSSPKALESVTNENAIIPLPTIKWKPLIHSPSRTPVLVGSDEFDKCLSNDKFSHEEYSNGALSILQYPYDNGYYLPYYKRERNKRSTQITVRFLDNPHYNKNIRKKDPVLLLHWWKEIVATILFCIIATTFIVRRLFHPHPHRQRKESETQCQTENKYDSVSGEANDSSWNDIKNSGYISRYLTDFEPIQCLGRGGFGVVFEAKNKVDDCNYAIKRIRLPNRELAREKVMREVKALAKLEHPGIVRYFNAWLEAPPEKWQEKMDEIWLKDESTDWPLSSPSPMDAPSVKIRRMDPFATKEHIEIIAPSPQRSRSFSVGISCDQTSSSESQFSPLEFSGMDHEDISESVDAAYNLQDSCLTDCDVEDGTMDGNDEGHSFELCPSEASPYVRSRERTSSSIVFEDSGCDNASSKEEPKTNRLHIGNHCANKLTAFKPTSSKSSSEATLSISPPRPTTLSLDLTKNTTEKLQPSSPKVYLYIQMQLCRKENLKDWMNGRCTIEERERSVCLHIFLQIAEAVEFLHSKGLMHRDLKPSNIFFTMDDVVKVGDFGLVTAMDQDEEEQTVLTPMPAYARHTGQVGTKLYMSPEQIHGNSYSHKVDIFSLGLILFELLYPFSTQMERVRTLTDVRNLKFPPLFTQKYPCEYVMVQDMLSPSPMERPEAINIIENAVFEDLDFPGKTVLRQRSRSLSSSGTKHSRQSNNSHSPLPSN
EP2 modulator: EP2 receptor modulators, cAMP readout, primary screen, cell-based, HTRF cAMP, PGE2 stimulation | induction, % at 25 µM | EP2-expressing cells, cAMP HTRF FRET, PGE2 co-stimulation | AID 940, 2007 | 0.83% of 260,000 active | Prostaglandin E2 receptor EP2 subtype (Homo sapiens), P43116;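 active = compounds whose cAMP rise, as percent of the full-agonist control response, exceeds 60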;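 also: rat C6 glioma line stably carrying human EP2 under a CMV promoter; the protocol text gives 20 µM as final concentration; 100% = response of wells given 1 µM PGE2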
Runt-CBFb FRET: inhibitors of RUNX1 Runt–CBFb binding, primary screen, biochemical, FRET, Cerulean-Runt, Venus-CBFb, uHTS; AID 1496, 2009; inhibition, % at 20 µM; Runt-related transcription factor 1 (Homo sapiens) + Core-binding factor subunit beta …; Cerulean-Runt/Venus-CBFb FRET ratio 530/480, 1 h; 0.46% of 220,000 active;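 active = inhibition over about 50% at 20 µM in the single-dose screen, limit read from the data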;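 also: 0% = DMSO wells and 100% = excess unlabeled CBFb competitor control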
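Buffer or medium: Tris pH 7.5 buffer with BSA. Assay system: Cerulean-labeled Runt domain protein. Amount: each fluorescent fusion protein 100 nM. Read-out basis: loss of energy transfer signal. Incubation: 1 h compound exposure, room temperature. Probe or stimulus: Venus-CBFb binding partner, 100 nM. Detection: FRET, excitation 422 nm, emission at 530 and 480 nm.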
EP2 antag: human EP2 receptor antagonists, primary screen, TR-FRET cAMP, C6 glioma cells | Prostaglandin E2 receptor EP2 subtype (Homo sapiens), P43116 | C6 glioma cells expressing human EP2; cells stimulated with saturating PGE2 | inhibition, % at 25 µM | 0.52% of 260,000 active | AID 1422, 2008;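 active = percent inhibition above 40 after rounding to a whole number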;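 also: rat C6 glioma host cells with rolipram phosphodiesterase inhibitor present; the protocol text gives 20 µM as final concentration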
L929 necroptosis: inhibitors of zVAD-triggered necroptosis, primary screen, L929 cells; 0.38% of 220,000 active; L929 zVAD necroptosis rescue, ATP luminescence, 24 h; with zVAD 60 µM; viability rescue, % at 10 µM;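 active = activation, scaled between plate controls, above about 75%, limit read from the data; inactive = activation under that limit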;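 also: 0% = zVAD with DMSO and 100% = DMSO alone without zVAD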
Hck-Nef inh: inhibitors of Nef-activated human Hck kinase, primary screen, biochemical, Z-Lyte FRET, 384-well, Hck-YEEI; inhibition, % at 20 µM; Recombinant Hck-YEEI plus Nef, Z-Lyte FRET kinase assay; 0.68% of 220,000 active; Tyrosine-protein kinase HCK (Homo sapiens), P08631;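 active = Hck-Nef kinase inhibition above about 50%, limit read from the data; inactive = inhibition below that limit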;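 also: 0% = DMSO with Hck plus Nef and 100% = Hck alone without Nef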
TNF death inh: inhibitors of TNF-alpha triggered necroptosis, primary screen, cell-based, Jurkat FADD-/-, single concentration; activation (protection from cell death), % at 10 µM; 0.068% of 220,000 active; AID 463075, 2010; Jurkat FADD-/- TNF necroptosis rescue, ATP luminescence, 24 h; 0 = TNF only, 100 = no-TNF cells;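 active = activation, meaning protection from cell death, of at least 50% relative to plate controls; inactive = activation below 50%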;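 also: necroptosis triggered by 40 ng/mL TNF-alpha added together with compound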
Active calls of the source: *; . = not tested or not shown; & = joins results of further samples. Not all compounds are listed; rates above refer to the full screens.

SMILES	RBBP9 inhibitor	Runt-SMMHC FRET	PERK inhibitor	EP2 modulator	Runt-CBFb FRET	EP2 antag	L929 necroptosis	Hck-Nef inh	TNF death inh
COc1ccc(OC)c(-c2csc(NC(=O)C3c4ccccc4Oc4ccccc43)n2)c1	-20	2	-0.7	7	4	7	2.6	2	3.3
Cc1cc(C)c(S(=O)(=O)Nc2cccc3nsnc23)c(C)c1	1	-19	1.5	-5	-4	.	-0.5	-9	-0.7
Nc1nc(-c2ccc3c(c2)OCCO3)cs1	-1	1	-0.1	-2	4	7	10	-4	-7.1
O=C(N1CCOCC1)N1CCOCC1	1	-4	0.5	-50&9	-2	11&7	-0.3	0	0.3
COc1cc(C2CC(=O)Nc3n[nH]c(-c4ccccc4)c32)cc(OC)c1OC (stereo unspecified)	7	-1	1.5	26	0	2	0.5	18	-7.9
O=C(Nc1ccc(Cl)c(Cl)c1)Nc1ccccc1C(=O)O	-7	1	2.1	-23	-4	7	0.1	-5	-1.6
O=S(=O)(c1cc(-c2nnc(-c3ccc(Br)cc3)o2)ccc1Br)N1CCCCCC1	-2	-1	0.0	36	1	13	1.1	7	-6.2
Cc1ccccc1OCC(=O)N/N=C/c1ccncc1	0	-8	0.6	9	3	2	0.0	3	1.8
COc1ccccc1NC(C)=O	5	-2	1.2	1	1	12	1.4	-3	2.2
Cc1ccc(S(=O)(=O)Nc2ccncc2)c(C)c1N(C)S(=O)(=O)c1ccc(Cl)cc1	0	4	0.3	26	0	7	1.0	1	-1.1
Cc1ccc(/C=N\NC(=O)C2CN(S(=O)(=O)c3ccccc3)CCN2S(=O)(=O)c2ccccc2)cc1 (stereo unspecified)	-4	0	0.3	10	2	5	-0.1	1	3.5
O=C(O)CSc1nnc(-c2ccc3c(c2)OCO3)o1	0	3	0.1	-41&-3	3	6&6	0.5	8	1.7
COC(=O)[C@@]1(Cc2ccc(OC)cc2)[C@H]2c3cc(C(=O)N(C)C)n(CCSCCO)c3C[C@H]2CN1C(=O)c1ccccc1	-7	-5	-0.6	8	-2	11	-1.0	-9	-0.6
CN(CC(=O)Nc1ccc(N2CCOCC2)cc1)Cc1c(O)ccc2ccccc12	1	8	1.3	-45	7	5	3.6	38	-0.7
Cc1cc(/C=C2\SC(=S)NC2=O)c(C)n1C	-8	2	2.0	3	10	15	0.5	3	-3.7
CCSc1nc2cc(OC)c(OC)cc2c(=O)n1CC	-7	-2	-1.0	15	0	9	2.0	13	-1.8
COc1cc(/C=C/C(=O)O)ccc1OCc1ccc([N+](=O)[O-])cc1	-4	-1	-0.1	-15	-1	5	-0.1	16	0.8
Cc1noc(C)c1C(=O)NNc1ccc(C(C)C)cc1	-9	-1	0.6	4	2	9	0.2	13	1.5
COc1cc2c3nnc(-c4ccc(F)cc4)c-3cn(Cc3ccccc3)c2cc1OC	-6	21	0.4	-2	0	20	1.4	4	-6.8
Nc1cccc2nsnc12	-3	-6	1.6	-22	40	9	0.0	8	-2.4
CCCSc1nc(=O)n2cc(C)ccc2n1	-8	-4	1.3	9	0	10	0.2	2	-4.6
Cc1nnc(NC(=O)c2c(-c3ccccc3Cl)noc2C)s1	-3	1	0.5	-6	0	7	0.1	27	-0.9
C#CCOCCOCCOCCNc1nc(N2CCOCC2)nc(N2CCN(C(=O)[C@H](CCCCN)n3cc([C@@H](N)CO)nn3)CC2)n1	-12	-3	0.4	4	-1	14	0.1	-17	0.5
O=[N+]([O-])c1ccccc1-n1cnc2ccccc21	2	-1	0.0	-2	-1	4	0.4	3	1.3
COc1ccccc1Nc1nc(Cl)c(C=O)s1	-2	-19	0.8	-44	-6	4	-0.9	-6	-5.4

Next part:
SMILES	RBBP9 inhibitor	Runt-SMMHC FRET	PERK inhibitor	EP2 modulator	Runt-CBFb FRET	EP2 antag	L929 necroptosis	Hck-Nef inh	TNF death inh
Cc1cccc(N2C(=O)C(Oc3ccc(Cl)cc3Cl)C2C=O)c1C (stereo unspecified)	-5	2	-0.2	-2	0	11	-0.6	5	-2.0
Cn1c(SCC(=O)c2ccc(O)c(O)c2)nnc1-c1cccs1	2	-2	0.4	5	5	7	1.8	14	3.4
COc1ccccc1NS(=O)(=O)c1cc(C)ccc1C	2	-1	1.9	4	2	12	-0.8	0	-0.7
Cc1nc2nc[nH]n2c(=O)c1NC(=O)c1c(-c2ccccc2Cl)noc1C	-5	-2	0.7	20	-1	10	0.3	-13	0.0
O=C1[C@@H]2C(c3cccnc3)=NO[C@@H]2C(=O)N1c1ccc(Br)cc1	-8	17	1.0	5	5	4	1.1	-23	-0.6
COc1ccc(C2c3ccc4ccccc4c3Oc3ncn(Cc4ccco4)c(=N)c32)cc1OC (stereo unspecified)	-11	-9	-1.4	-6	-11	4	1.6	0	-0.6
Cc1cc(N2CCCC2=O)ccc1S(=O)(=O)N1CCOCC1	-7	-2	0.3	-15	2	1	0.2	14	-0.1
CCn1c(-c2ccc(F)cc2)cnc1SCC(=O)N1CCCCC1C (stereo unspecified)	2	-2	-1.9	28	1	20	0.2	4	1.4
CCOc1ccc(-c2nnc3ccc(SC(C)C)nn23)cc1	-6	-4	0.8	41	-5	6	1.1	7	-2.2
Cc1ccc(CNC(=O)c2ccc(N(C)C)cc2)cc1	-10	-2	-0.8	-75	-1	8	2.9	27	1.0
CCOC(=O)C1C(=O)NC(N2CCOCC2)=NC1C(C)C (stereo unspecified)	4	-3	-1.3	26	0	11	0.7	0	-0.4
O=C1C(=O)N(CCN2CCOCC2)C(c2ccncc2)/C1=C(/O)c1ccc2c(c1)OCO2 (stereo unspecified)	-9	-4	0.4	7	-2	8	1.7	-4	1.2
CCc1cc(CN2CCOCC2)c(NC(=O)c2ccccc2)s1	-3	-1	0.0	15	1	4	1.2	19	0.3
Cc1sc(N2C(=O)C3C4C=CC(C4)C3C2=O)c(C#N)c1C (stereo unspecified)	3	2	1.4	19	0	-1	0.2	5	1.0
CC(C)CCNC(=O)NC(=O)COC(=O)/C=C/c1cc(Br)ccc1F	3	-2	1.3	-18	-1	3	2.2	3	-0.1
O=C(c1cccs1)C1C(c2ccc(Br)cc2)NC(=S)NC1(O)C(F)(F)F (stereo unspecified)	-3	8	0.2	18	4	9	0.4	0	1.6
Cc1cc(NC(=O)Nc2cc(C)nn2-c2ccccc2)n(-c2ccccc2)n1	-10	2	0.4	-4	2	3	-0.2	3	-1.2
O=S(=O)(NC1=NCCCCCC1)c1cccs1	-1	1	1.4	2	-1	7	1.1	1	-2.3
O=C(NNC(=O)c1cccc2ccccc12)c1ccco1	-7	2	1.1	-11&19	-3	10&10	0.0	0	-1.9
C1CNC(C23CC4CC(CC(C4)C2)C3)=N1	-5	1	-0.5	-26	1	2	-0.8	9	0.5
NC(N)=NCCCc1cn(CC(=O)N2CCNCC2)nn1	-5	-5	1.6	-10	-1	10	0.0	-19	0.6
COc1ccc2c(c1)c1ncn(CCc3ccccc3)c(=O)c1n2C	4	-3	-0.4	-6	-3	10	-0.5	2	4.6
CCOC(=O)c1c(-c2ccc(C)s2)csc1NC(=O)c1cccs1	-5	-4	1.2	46	-1	12	1.6	-1	1.4
CCCCN(C)CCCNC(=O)CCn1nc(-c2ccccc2)ccc1=O	-4	-1	-1.6	27	2	.	0.7	-1	0.9
CCC(C)N1CCN(S(=O)(=O)c2ccc(NC(C)=O)cc2)CC1 (stereo unspecified)	-10	-1	-0.5	-2	-67	7	4.1	17	1.8

By substructure, those above containing an aryl thioether with sulfur outside any ring (6)
SMILES	RBBP9 inhibitor	Runt-SMMHC FRET	PERK inhibitor	EP2 modulator	Runt-CBFb FRET	EP2 antag	L929 necroptosis	Hck-Nef inh	TNF death inh
O=C(O)CSc1nnc(-c2ccc3c(c2)OCO3)o1	0	3	0.1	-41&-3	3	6&6	0.5	8	1.7
CCSc1nc2cc(OC)c(OC)cc2c(=O)n1CC	-7	-2	-1.0	15	0	9	2.0	13	-1.8
CCCSc1nc(=O)n2cc(C)ccc2n1	-8	-4	1.3	9	0	10	0.2	2	-4.6
Cn1c(SCC(=O)c2ccc(O)c(O)c2)nnc1-c1cccs1	2	-2	0.4	5	5	7	1.8	14	3.4
CCn1c(-c2ccc(F)cc2)cnc1SCC(=O)N1CCCCC1C (stereo unspecified)	2	-2	-1.9	28	1	20	0.2	4	1.4
CCOc1ccc(-c2nnc3ccc(SC(C)C)nn23)cc1	-6	-4	0.8	41	-5	6	1.1	7	-2.2

Later entries
SMILES	RBBP9 inhibitor	Runt-SMMHC FRET	PERK inhibitor	EP2 modulator	Runt-CBFb FRET	EP2 antag	L929 necroptosis	Hck-Nef inh	TNF death inh
COc1ccc(NC(=S)N2CCN(c3ccccn3)CC2)cc1	-7	1	0.4	-79	0	7	0.1	1	2.0
COc1ccc(NC(=O)C2CCCN(S(=O)(=O)c3cccnc3)C2)cc1OC (stereo unspecified)	12	-5	1.0	2	1	6	3.0	9	1.8
Cc1ccc(S(=O)(=O)Cc2ccc(C(=O)NCCCN3CCN(C)CC3)o2)cc1	-7	0	0.1	8	14	1	-0.4	0	-1.5
CSCCC1NC(=O)N(CC(=O)Nc2ccc(Br)cc2Br)C1=O (stereo unspecified)	-10	2	-0.5	-8	1	10	1.3	16	1.4
CC(=O)Nc1c(C)nn(-c2ccc([N+](=O)[O-])cc2)c1C	6	.	1.1	26	.	3	2.5	21	-0.2
CC(=O)c1cccc(NC(=O)N2CCc3ccccc3C2)c1	8	0	0.5	0	1	7	1.1	3	-0.3
O=C(O)CNC(=O)CC1S/C(=N/N=C2\CSC(=O)N2)NC1=O (stereo unspecified)	-10	4	1.0	1	4	2	-1.0	11	-0.9
